# Source: PubChem
# TPT1 inh = inhibitors of Candida albicans tRNA 2'-phosphotransferase TPT1; hit rate 0.81% among 300,000; inhibition, % at 5 µM; recombinant caTPT1, FP RNA substrate dephosphorylation; AID 1962;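 active = inhibition above the mean of all tested compounds plus 3 SD, set per screening campaign, cut at about 24% in these data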;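 also: plate controls were DMSO alone for no effect and ferristatin control at 100 nM for full effect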
# AHR act = human AHR activation; P35869; AHR-responsive luciferase reporter cells, luminescence; activation, % at 5 µM; hit rate 2.5% among 320,000; AID 2796; in the data active = activation above about 47%;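 also: 0% = vehicle wells and 100% = reference agonist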
# procasp7 counter = counter-screen for procaspase-3 activators: activators of human procaspase-7; P55210; recombinant procaspase-7, Ac-DEVD-pNA absorbance 405 nm; D23A/D198A/D206A triple mutant, cannot self-cleave; scale: DMSO 0, 5 µM enzyme 100; activation, % at 8.5 µM; hit rate 0.093% among 330,000; AID 463210;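 active = percent activation above the screen-wide mean plus 3 SD, cut at about 25% in these data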
#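 Detection: p-Nitroaniline absorbance at 405 nm, read at 0 and 120 min; system: Uncleavable procaspase-7 mutant enzyme; evaluation: % activation from two-timepoint absorbance difference, scaled to controls; times: 1 h enzyme–compound preincubation and 2 h substrate reaction, both 25 °C; buffer or medium: Zinc-free HEPES pH 7.4 with 300 mM NaCl, 0.01% Triton X-100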
# PP5 primary = PP5 (human) phosphatase inhibition; P53041; purified PP5c, OMFP substrate fluorescence; inhibition, % at 6.7 µM; hit rate 0.18% among 320,000;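 active = inhibition above the campaign's mean inhibition across all tested compounds plus 3 SD, cut at about 9.5% in these data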;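 also: 0% = DMSO only and 100% = 100 µM cantharidin control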
# Target sequence (P53041 whole entry, looked up): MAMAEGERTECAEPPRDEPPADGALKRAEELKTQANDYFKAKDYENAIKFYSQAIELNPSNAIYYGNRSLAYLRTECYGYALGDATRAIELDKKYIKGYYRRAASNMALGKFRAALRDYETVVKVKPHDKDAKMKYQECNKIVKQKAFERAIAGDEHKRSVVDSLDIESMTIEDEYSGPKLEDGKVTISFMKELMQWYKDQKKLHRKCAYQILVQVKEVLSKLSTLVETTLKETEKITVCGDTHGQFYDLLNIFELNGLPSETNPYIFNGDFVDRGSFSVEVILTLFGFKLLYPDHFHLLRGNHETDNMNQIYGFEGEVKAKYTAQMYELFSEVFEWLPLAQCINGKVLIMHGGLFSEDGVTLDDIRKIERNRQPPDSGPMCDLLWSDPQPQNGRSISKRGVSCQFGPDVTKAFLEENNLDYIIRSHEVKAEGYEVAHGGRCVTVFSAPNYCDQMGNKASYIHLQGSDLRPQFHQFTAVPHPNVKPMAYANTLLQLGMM
# PP1 inh = counter-screen for PP5 inhibitors: inhibitors of human PP1-alpha; AID 2235; purified PP1alpha, OMFP fluorescence; hit rate 0.9% among 320,000; inhibition, % at 6.7 µM; P62136;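 active = inhibition above the mean inhibition of all tested compounds plus 3 SD, computed separately for each screening campaign, cut at about 15% in these data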
# PAFAH2 FP inh = PAFAH2 (human) inhibition | AID 492956 | hit rate 0.99% among 340,000 | recombinant PAFAH2, FP-rhodamine activity probe, fluorescence polarization | inhibition, % at 3.39 µM;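 active = inhibition above the mean over all tested compounds plus 3 SD, cut at about 30% in these data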;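 also: inhibitors block probe labeling of enzyme so polarization drops; 0% = enzyme with DMSO and 100% = wells lacking PAFAH2 protein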
# CTSL1 counter = cathepsin L1 inhibition, PFM18AAP counter-screen; recombinant F. hepatica cathepsin L1, Z-Leu-Arg-MCA fluorescence; inhibition, % at 5.96 µM; hit rate 0.49% among 300,000;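 active = inhibition above the mean of all tested compounds plus 3 SD, set per screening campaign, cut at about 17% in these data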;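 also: 0% = plate median of test compound wells and 100% = 1 µM Z-Phe-Ala-diazomethylketone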
# core dimer inh = blocks dimerization of HCV core protein | hit rate 0.33% among 300,000 | inhibition, % at 5 µM | TR-FRET GST/Flag-core106 dimerization, 1536-well | AID 1899;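 active = inhibition above the mean of all tested compounds plus 3 SD, set per screening campaign, cut at about 45% in these data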
#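 Test system: GST/Flag-tagged HCV core106 proteins; Medium: KF-containing HEPES buffer, pH 7.45, DTT, CHAPS, BSA; Times: compound-protein-antibody incubation 4 h at 22.5 °C; Detection: TR-FRET 671 and 617 nm emission; Benchmarks: wells lacking GST-core106 and wells with excess unlabelled core106.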
# proCasp3 act = activators of human procaspase-3. P42574. recombinant procaspase-3 D3A, Ac-DEVD-pNA absorbance 405 nm. activation, % at 8.5 µM. hit rate 0.11% among 330,000. AID 463141;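 active = activation above the mean of all tested compounds plus 3 SD, cut at about 21% in these data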;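 also: 0% = DMSO alone and 100% = DMSO wells spiked with extra 5 µM PC-3 D3A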
# Target sequence (P42574 whole entry D9A/D28A/D175A): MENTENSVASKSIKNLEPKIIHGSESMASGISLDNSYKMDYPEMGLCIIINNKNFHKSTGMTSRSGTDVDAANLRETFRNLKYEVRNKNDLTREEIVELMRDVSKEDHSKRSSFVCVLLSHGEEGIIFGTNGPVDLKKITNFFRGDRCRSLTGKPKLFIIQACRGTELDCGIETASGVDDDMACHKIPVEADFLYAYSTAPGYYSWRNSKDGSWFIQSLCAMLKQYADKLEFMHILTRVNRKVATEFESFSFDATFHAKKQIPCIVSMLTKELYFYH
#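 Evaluation: percent activation relative to control range; Material: Procaspase-3 D3A mutant, all three cleavage aspartates alanine; Compound: single dose, 8.5 µM nominal compound, 0.8% DMSO; Replication: one well per compound; Signal: absorbance at 405 nm, 0 and 120 min; Schedule: 1 h preincubation plus 2 h reaction at 25 °C.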
# The depositor's hits bear a star; · = no result given. Outcome played no part in choosing rows. About 5.6% of those tested had a hit in this group.
# Start of the data: the first 12 compounds, ahead of the listing:
SMILES,TPT1 inh,AHR act,procasp7 counter,PP5 primary,PP1 inh,PAFAH2 FP inh,CTSL1 counter,core dimer inh,proCasp3 act
CCOC(=O)c1ccc(NC(c2ccc(N(C)C)cc2)P(=O)(OC(C)C)OC(C)C)cc1 (stereo not drawn),-2,-2,-4,3.8,0,1,3,-3,2
N#Cc1cc2c(nc1SCC(=O)N1CCCCC1)CCCCC2,2,-6,-11,2.7,2,4,-1,9,-6
Cc1ccc(-c2nc(CN(C)C(C3CC3)C3CC3)c(C)o2)cc1,1,2,3,-1.7,0,6,4,21,2
CCN(CC)c1nc2cc(C)ccc2cc1/C=C(\C#N)C(N)=O,12,18,1,4.6,3,-3,1,8,4
O=C(C/C=N\O)Nc1ccc(Oc2ccccc2)cc1,-7,1,3,-0.3,-1,-2,2,6,1
COc1ccc2c(c1)CCCC21NC(=O)N(CC(=O)NC(=O)NCc2ccccc2)C1=O (stereo not drawn),0,1,0,2.3,-2,-2,2,4,0
CCOc1ccc2nc(NC(=O)CSC3=NCCS3)sc2c1,1,10,6,2.8,5,0,6,2,2
Cc1nc2nc(-c3ccco3)[nH]n2c(=O)c1C,3,2,-4,4.8,-1,3,0,0,0
CCN(CC)CCN1C(=O)C(O)=C(C(=O)c2cccs2)C1c1ccccn1 (stereo not drawn),0,-2,-9,2.9,-3,-2,-3,-5,-14
Cn1c[n+](C)cc1/C=N/O,0,0,0,3.3,-4,-4,-4,-9,-8
CN(CC(=O)NCc1ccc(F)cc1)Cc1ccc(Br)cc1,-1,-1,4,0.0,0,-4,3,11,3
CCn1c(SCC(=O)N/N=C/c2ccc(C)s2)nc2ccccc21,0,33,-3,-0.2,2,-3,-1,0,4

# The list itself (from the top)
SMILES,TPT1 inh,AHR act,procasp7 counter,PP5 primary,PP1 inh,PAFAH2 FP inh,CTSL1 counter,core dimer inh,proCasp3 act
CCOC(=O)c1ccc(NC(c2ccc(N(C)C)cc2)P(=O)(OC(C)C)OC(C)C)cc1 (stereo not drawn),-2,-2,-4,3.8,0,1,3,-3,2
N#Cc1cc2c(nc1SCC(=O)N1CCCCC1)CCCCC2,2,-6,-11,2.7,2,4,-1,9,-6
Cc1ccc(-c2nc(CN(C)C(C3CC3)C3CC3)c(C)o2)cc1,1,2,3,-1.7,0,6,4,21,2
CCN(CC)c1nc2cc(C)ccc2cc1/C=C(\C#N)C(N)=O,12,18,1,4.6,3,-3,1,8,4
O=C(C/C=N\O)Nc1ccc(Oc2ccccc2)cc1,-7,1,3,-0.3,-1,-2,2,6,1
COc1ccc2c(c1)CCCC21NC(=O)N(CC(=O)NC(=O)NCc2ccccc2)C1=O (stereo not drawn),0,1,0,2.3,-2,-2,2,4,0
CCOc1ccc2nc(NC(=O)CSC3=NCCS3)sc2c1,1,10,6,2.8,5,0,6,2,2
Cc1nc2nc(-c3ccco3)[nH]n2c(=O)c1C,3,2,-4,4.8,-1,3,0,0,0
CCN(CC)CCN1C(=O)C(O)=C(C(=O)c2cccs2)C1c1ccccn1 (stereo not drawn),0,-2,-9,2.9,-3,-2,-3,-5,-14
Cn1c[n+](C)cc1/C=N/O,0,0,0,3.3,-4,-4,-4,-9,-8
CN(CC(=O)NCc1ccc(F)cc1)Cc1ccc(Br)cc1,-1,-1,4,0.0,0,-4,3,11,3
CCn1c(SCC(=O)N/N=C/c2ccc(C)s2)nc2ccccc21,0,33,-3,-0.2,2,-3,-1,0,4
OC(COc1ccc(Br)cc1)CN1CCOCC1 (stereo not drawn),0,1,-4,2.6,0,1,-1,-2,6
O=C(CSc1ccc2nnc(-c3ccccn3)n2n1)Nc1nccs1,-7,55*,2,2.1,4,10,-3,8,4
CCOC(=O)c1ccc(NC(=O)NCc2ccn(CC)n2)cc1,2,-1,8,0.1,-1,1,-4,-2,-8
CC(=O)/C(C#N)=C1\NC(=O)C(Cc2ccc(F)cc2)S1 (stereo not drawn),-2,3,-15,2.4,2,0,5,-1,-22
COc1ccc(CN2CCCCC2C)c(C)c1C (stereo not drawn),-4,3,-3,-0.8,-1,-8,2,-2,7
O=C1OC(N2C(=O)CC[C@H]2C(=O)Nc2cccc(F)c2)c2ccccc21 (stereo partly drawn),-2,1,4,1.8,0,4,1,2,-7
Cc1ccc(C(=O)N2CC3(C)CN(C(=O)c4ccc(C)cc4)CC(C)(C2)C3=O)cc1,-1,2,4,-1.7,-2,-9,1,2,5
Cc1oc2cc3oc(=O)c(CC(=O)N[C@@H](C)C(=O)NC(Cc4ccc(Cl)cc4)C(=O)O)c(C)c3cc2c1C (stereo partly drawn),6,0,-7,1.8,1,10,4,4,3
CCCn1c(N)c(N(CCOC)C(=O)/C=C/c2ccc(C(=O)OC)cc2)c(=O)[nH]c1=O,-3,-1,12,-3.7,-1,-2,-4,2,1
CCOc1ccc(C2/C(=C(/O)c3ccc4c(c3)CC(C)O4)C(=O)C(=O)N2CCCn2ccnc2)cc1 (stereo not drawn),-1,7,-88,2.5,9,1,-1,2,-14
CCC(C)(C)n1nnnc1C(CC(C)C)N1CCC(C(N)=O)CC1 (stereo not drawn),-5,2,5,-0.2,-2,-8,0,2,7
O=C(C(Cc1ccccc1)n1cccc1)N1CCN(c2cccc(Cl)c2)CC1 (stereo not drawn),1,2,-7,2.5,5,2,-1,7,3
N#Cc1nc(Cc2cccc3ccccc23)oc1NCc1ccc2c(c1)OCO2,1,11,5,-0.5,0,-8,2,14,-2
Cc1c(C(=O)NCCc2ccc3c(c2)OCCO3)oc2ccccc12,-1,10,3,-2.0,-2,0,10,4,-5
CCOc1ccc(NC(=O)CCC(=O)NNC(=O)c2ccc(Br)o2)cc1,-2,8,16,2.8,1,1,-1,0,5
CCn1cc(CN2CCN(C)C(CCO)C2)c2ccccc21 (stereo not drawn),-1,4,1,-0.2,-1,2,-3,10,-5
O/C(=C\Sc1nnc(Cc2ccccc2)o1)c1ccc(F)cc1,-3,3,2,0.9,-2,0,2,0,6
CCC(Sc1ccc2nnc(-c3ccc(F)cc3)n2n1)C(=O)O (stereo not drawn),-1,1,2,-1.9,2,3,4,2,4
S=C(c1ccc(Br)cc1)N1CCN(Cc2ccccc2)CC1,1,-2,-27,3.4,0,-2,1,-2,-14
COc1ccc(OC)c(/C=C/c2c([N+](=O)[O-])c(=O)n(C)c(=O)n2C)c1,-1,38,0,-0.5,-3,-2,1,-1,-2
COCCn1c(CCc2ccccc2)n[nH]c1=S,4,-2,-2,-0.2,-4,-3,-5,-3,2
CCN(CC)C(=O)c1sc(NC(=O)c2ccncc2)c(C(=O)OC)c1C,0,10,-17,2.8,-5,-10,0,-12,-20
COc1ccc(N(CC(=O)Nc2ccc(Cc3ccncc3)cc2)S(=O)(=O)c2ccccc2)cc1,1,39,-15,3.9,4,-2,-5,14,-2
O=C(COC(=O)c1cc(=O)[nH]c2ccccc12)NCc1ccc(Cl)cc1,·,2,-5,-1.9,-6,-6,·,·,-2
CCCS(=O)(=O)N1CCCC(C(=O)c2cccc(Cl)c2)C1 (stereo not drawn),3,0,1,1.9,0,3,-4,-2,1
CSc1nc2ccsc2c(=O)n1-c1cccnc1,-1,2,-5,-1.4,2,-5,-3,3,-8
CC(=O)c1cc(CN2CCCCC2)cc(OC(C)C)c1,0,-4,6,4.1,-2,-5,-3,-3,2
CN(CC(=O)Nc1ccc(N2CCOCC2)cc1)CC(=O)Nc1cccc(C#N)c1,2,14,3,3.5,-2,5,-1,-2,5
NC(=O)CSc1nnc(Cc2csc(Nc3ccc(F)cc3)n2)n1Cc1ccccc1,-2,0,-1,1.6,3,3,0,-6,-3
Cc1ccsc1/C=C1\CCc2ccccc2C1=O,-1,50*,-6,4.1,0,3,0,-1,2
O=Cc1ccc(C(=O)OCC(=O)Nc2ccc(F)cc2F)cc1,-3,1,11,0.8,0,47*,-6,4,9
CC(C(=O)N1CCCCC1)n1sc2ccccc2c1=O (stereo not drawn),-1,4,0,-1.3,0,-3,-1,-3,3
Cc1cc(C(=O)Nc2ccccc2Cc2ccccc2)no1,-4,-1,-2,0.4,-8,3,0,2,0
Cc1ccccc1C(=O)NCC(=O)OCCCOC(=O)CNC(=O)c1ccccc1C,0,2,2,-1.0,1,-3,9,-7,-1
CCOCc1nnc(NC(=O)CCc2ccccc2)s1,2,14,8,-0.3,-4,-4,0,6,2
CC(=O)OCCCNc1cc(SCc2ccco2)c2nonc2c1[N+](=O)[O-],0,0,-12,2.5,4,13,0,36,-16
Cc1ccc(-n2c(CSc3nc(C)cc(C)n3)nnc2SCC(=O)NCc2ccco2)cc1,0,3,-11,0.9,2,3,-5,-2,10
COc1ccc(-c2nsc3c(N4CCCCC4)ncnc23)cc1,0,-6,-3,-0.4,1,-4,1,4,15
N#CC1=C(N)N(c2ccccc2)C2=C(C(=O)CCC2)C1c1cccs1 (stereo not drawn),16,4,6,3.5,2,-2,6,16,2
CCn1ccnc1C(O)c1ccc(N(C)C)cc1 (stereo not drawn),1,-1,-1,2.5,-5,6,-3,-2,0
Cc1ccc(Cl)cc1NC(=O)CCNC(=O)N1CC(=O)Nc2ccccc21,1,10,4,1.0,-3,1,0,-8,-3
CCN(CC)C(=O)COc1ccc2c(-c3ccc(OC)cc3)cc(=O)oc2c1,1,13,6,3.5,-1,4,0,5,-7
CC(=O)Nc1nc(SCc2cccc3ccccc23)n[nH]1,-2,2,21,2.1,-3,-2,-2,-2,3
Cc1ccc(S(=O)(=O)NCc2ccco2)cc1C(N)=O,-6,0,0,0.0,-2,4,4,3,4
O=C(CCCn1c(=O)c2sccc2n(CC(=O)OCc2ccccc2)c1=O)NCc1ccco1,1,2,0,4.8,1,-5,-1,2,3
CCCC(=O)Nc1nnc(-c2cccc(OCC)c2)s1,-3,1,9,0.3,0,5,3,3,4
CCOC(=O)c1oc2ccc(S(=O)(=O)n3nc(-c4ccc(OC)cc4)cc3N)cc2c1C,0,7,2,3.4,2,-16,5,47*,-3
